Screening data deposited in PubChem BioAssay by Sanford-Burnham Center for Chemical Genomics.
UPR CHOP act = activators of apoptotic arm of unfolded protein response (CHOP). CHO-CHOP luciferase reporter, UPR activation, luminescence; percent of tunicamycin response over DMSO baseline. activation, % at 10 µM. 330,000 tested, 0.34% active;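 active = at 10 µM dose, activation of 40% or more, normalized to positive control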;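 note: 100% = tunicamycin at 10 µg/mL and 0% = DMSO alone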
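System: CHO CHOP reporter cells. Amount: 500 cells per well. Buffer or medium: F12 medium, 10% FBS. Compound dosing: one dose, 10 µM in 0.5% DMSO. Incubation: 6 h compound exposure at 37 °C after overnight seeding. Technique: Steady-Glo luciferase luminescence. Benchmarks: tunicamycin and DMSO controls.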
UPR XBP1 act = activators of adaptive arm of unfolded protein response (XBP1); activation, % at 20 µM; 330,000 tested, 0.33% active; CHO-XBP1 luciferase reporter, IRE1-XBP1 UPR activation, luminescence; percent of tunicamycin response, DMSO as zero;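 active = versus positive control, 20 µM dose yields 30% or more activation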;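 note: 100% = tunicamycin at 10 µg/mL and 0% = DMSO only wells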
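Material: CHO-XBP1 cells stably carrying IRE1-XBP1-driven luciferase reporter / Amount: 1000 cells per well / Compound: 20 µM, 1% DMSO / Times: 6 h treatment, 37 °C / Detection: luciferase luminescence / Measure: % activation of reporter signal versus tunicamycin and DMSO controls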
tim23-1 inh = tim23-1 yeast growth inhibition | S. cerevisiae tim23-1 growth, BacTiter-Glo luminescence, 24 h | inhibition, % at 20 µM | 330,000 tested, 1.3% active | AID 463212;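 active = growth inhibition of the mutant yeast at or above 50%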;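 note: temperature-sensitive mutant grown at 25 °C; plate controls were DMSO-treated mutant yeast for no effect and medium wells lacking yeast for full effect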
GRIN3A LBD mod = modulators (binders) of human NR3A ligand-binding domain. NR3A LBD differential scanning fluorimetry, Tm shift; 0% = protein alone, 100% = glycine-bound protein. Tm shift relative to glycine control, % at 25 µM. 340,000 tested, 2.5% active. AID 1259313;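 active = melting temperature shift of at least 10% of the positive control shift, at one fixed dose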
APJ ag = activates the human apelin receptor APJ; P35414; CHO-K1 APJ PathHunter beta-arrestin, luminescence; 0% DMSO wells, 100% apelin; activation, % at 20 µM; 330,000 tested, 0.11% active; AID 2520;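 active = activation more than six SD over the plate average, tested at 20 µM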;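 note: 0% = DMSO alone and 100% = apelin-13 at 10 nM; some results filed as inactive read as strong as hits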
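Assay system: engineered CHO-K1 APJ arrestin reporter cells; Amount: 1000 CHO-K1 reporter cells seeded per well; Dosing: one dose, 20 µM compound, 1% DMSO; Times: compound stimulation 90 min at 25 °C, detection 60 min; Measured by: luminescent beta-gal fragment complementation, chemiluminescent substrate; Read-out: APJ–arrestin association signal; Controls: DMSO vs Apelin-13 10 nM.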
TIM10 inh = growth inhibitors of TIM10 yeast strain; S. cerevisiae TIM10 strain growth, BacTiter-Glo luminescence, 24 h; inhibition, % at 10 µM; 330,000 tested, 1.4% active; AID 463195;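 active = inhibition of 40% or more at the single tested concentration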;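 note: wild-type TIM10 isogenic control strain grown at permissive 25 °C; 0% = DMSO yeast wells and 100% = minimal medium wells without yeast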
Mdm2 MdmX PPI = inhibitors of human Mdm2/MdmX interaction | O15151+Q00987 | SaOS-2 split-luciferase Mdm2/MdmX complementation, luminescence | inhibition, % at 8 µM | 330,000 tested, 3% active | AID 485346;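 active = inhibition of at least 50% at 8 µM in the primary screen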
Target sequence (O15151 whole entry, looked up): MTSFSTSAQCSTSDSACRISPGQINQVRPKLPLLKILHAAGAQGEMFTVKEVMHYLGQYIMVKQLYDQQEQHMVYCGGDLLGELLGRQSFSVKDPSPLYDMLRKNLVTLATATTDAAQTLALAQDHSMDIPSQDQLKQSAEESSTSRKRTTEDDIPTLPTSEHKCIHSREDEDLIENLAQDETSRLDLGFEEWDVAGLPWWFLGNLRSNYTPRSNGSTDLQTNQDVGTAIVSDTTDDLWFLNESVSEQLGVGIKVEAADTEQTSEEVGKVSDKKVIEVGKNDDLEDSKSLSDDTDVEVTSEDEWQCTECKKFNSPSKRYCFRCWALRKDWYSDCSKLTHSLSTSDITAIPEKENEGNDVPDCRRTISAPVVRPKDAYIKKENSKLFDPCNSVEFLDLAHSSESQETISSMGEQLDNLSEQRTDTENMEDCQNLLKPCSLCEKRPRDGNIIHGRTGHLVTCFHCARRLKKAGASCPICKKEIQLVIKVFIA
Target sequence (Q00987 whole entry, looked up): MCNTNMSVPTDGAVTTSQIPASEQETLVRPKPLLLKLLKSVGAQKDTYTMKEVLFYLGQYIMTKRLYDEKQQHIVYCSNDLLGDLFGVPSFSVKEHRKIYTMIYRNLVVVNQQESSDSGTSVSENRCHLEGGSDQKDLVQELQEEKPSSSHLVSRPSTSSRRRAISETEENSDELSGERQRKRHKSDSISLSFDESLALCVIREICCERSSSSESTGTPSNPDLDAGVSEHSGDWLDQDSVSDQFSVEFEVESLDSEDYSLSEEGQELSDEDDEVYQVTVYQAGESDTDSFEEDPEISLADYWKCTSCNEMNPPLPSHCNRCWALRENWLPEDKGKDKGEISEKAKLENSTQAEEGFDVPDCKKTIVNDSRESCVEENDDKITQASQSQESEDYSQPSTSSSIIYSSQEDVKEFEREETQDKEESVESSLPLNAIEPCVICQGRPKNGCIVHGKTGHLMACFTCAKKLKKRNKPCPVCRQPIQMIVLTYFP
tim10-1 inh = inhibits growth of tim10-1 mutant yeast; S. cerevisiae tim10-1 ts strain growth, BacTiter-Glo, 24 h; inhibition, % at 20 µM; 330,000 tested, 2.2% active; AID 463190;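 active = inhibition of at least 40%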;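 note: mutant grown at 25 °C; 0% = DMSO wells with yeast and 100% = wells holding no yeast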
NLRP3 yeast inh = blocks the NALP3 inflammasome reconstituted in yeast; AID 2825; inhibition, % at 10 µM; 330,000 tested, 0.39% active; Yeast reconstituted NLRP3/ASC/caspase-1, beta-gal luminescence, 24 h;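 active = inhibition of 50% or more; inactive = inhibition below 50%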;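 note: plate controls were induced DMSO wells for no effect and uninduced yeast grown without galactose for full effect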
Starred values were filed as active, the others as inactive.

SMILES	UPR CHOP act	UPR XBP1 act	tim23-1 inh	GRIN3A LBD mod	APJ ag	TIM10 inh	Mdm2 MdmX PPI	tim10-1 inh	NLRP3 yeast inh
CC1=C(C)CC(C(=O)NCC(=O)c2ccccc2)C(C(=O)O)C1 (stereo not drawn)	2.9	3	-2	1	0	1	-15	-12	24
Cc1no[n+]([O-])c1COc1ccc(/C=N/n2nnnc2N)cc1	0.3	-1	28	-4	4	6	-8	18	8
C=CCOc1c(CNc2cccc(C(=O)O)c2)cccc1OC	5.1	0	-3	-5	-4	-6	-25	-4	9
CC(=O)OCC(=O)Nc1ccc([N+](=O)[O-])cc1Cl	-1.0	2	5	1	0	6	-20	1	10
Cc1ccc(/C=C2/Sc3ccc(C(=O)NCc4ccccn4)cc3NC2=O)cc1	7.1	32*	5	0	0	-8	70*	18	15
COCCCNC(=O)C1CCN(C(=O)c2oc3cc4sc(N(C)C)nc4cc3c2C)CC1	5.7	-5	0	0	-1	5	-15	-5	13
O=C(Cn1cnc2c(nnn2Cc2ccccc2F)c1=O)NCC1CCCO1 (stereo not drawn)	7.3	2	6	2	0	8	-3	18	4
O=C(c1ccc2c3c(cccc13)CC2)N1CCOCC1	-3.5	-1	14	-2	1	9	33	13	17
COc1cccc(-c2ccc(SCC(=O)NC3CCCCC3)nn2)c1	2.4	-5	29	-1	-1	9	34	31	-5
Cc1cccc(-c2nc(CS(=O)CC(=O)N3CCc4ccccc4C3)c(C)o2)c1 (stereo not drawn)	-0.6	0	18	-1	-1	12	9	37	-3
CCCc1nnc(NS(=O)(=O)c2ccc(OC)cc2)s1	-0.7	-1	6	10*	-4	12	-24	4	8
NC(=O)CSc1nnc(CNc2cccc(Cl)c2)n1CCc1ccccc1	-0.7	3	3	0	-5	-18	11	18	3
CCN1CCN(c2cc(=O)n(C3CCCCC3)c(=O)[nH]2)CC1	1.7	-2	-20	0	3	-15	21	-14	13
CCCC(C(=O)NC1CCCC1)N(C(=O)Cn1nnc(-c2ccc(C)o2)n1)c1ccccc1OC (stereo not drawn)	-0.2	0	21	5	-5	24	-16	26	21
CCOC(=O)C(NC(=O)Nc1cccc(C)n1)(OCC(F)(F)F)C(F)(F)F (stereo not drawn)	0.2	2	4	3	0	1	7	-11	14
CNC(=S)N/N=C/c1cc(C)n(-c2ccc(Cl)c(Cl)c2)c1C	3.7	8	48	-4	-6	22	45	1	9
CCN(CC)CCCNC(=O)C1CCC(CNS(=O)(=O)c2c(C)cc(C)cc2C)CC1 (stereo not drawn)	-0.7	0	10	0	-3	6	20	15	4
CSc1nsc(SCC(=O)Nc2ccc(C(=O)O)cc2)n1	0.0	-2	0	1	-3	7	4	-13	6
CCOc1ccc(S(=O)(=O)NCCC(=O)N2CCC(Cc3ccccc3)CC2)cc1	-0.4	-5	4	1	-5	-67	33	3	22
O=C(CCc1ccccc1)NNC(=O)c1ccc(NC(=O)c2ccccc2)cc1	0.2	-2	-28	-21	4	-13	14	-3	11
O=C(CSc1nnnn1-c1ccc(Cl)cc1)NC(=O)Nc1ccc2c(c1)OCCO2	3.6	2	11	-3	4	10	-15	9	15
Cc1cc(/C=C(\C#N)C(=O)Nc2ccccc2)c(C)n1-c1cccnc1	3.6	-2	5	0	2	11	-76	5	5
C/C(=C\C(=O)c1ccc(Cl)cc1)Nc1ccc(N2CCOCC2)cc1	-0.7	1	0	0	2	-19	13	7	17
O=C(O)c1ccc2c(c1)-c1cc(C(=O)O)ccc1S2(=O)=O	-0.8	-4	-2	-2	-2	-1	4	-3	10
Cc1nc(-c2cccc(-c3noc(C)n3)c2)no1	1.0	-1	13	2	-5	10	12	13	10

Reprinted at random: two records from the list.
SMILES	UPR CHOP act	UPR XBP1 act	tim23-1 inh	GRIN3A LBD mod	APJ ag	TIM10 inh	Mdm2 MdmX PPI	tim10-1 inh	NLRP3 yeast inh
CCOc1ccc(S(=O)(=O)NCCC(=O)N2CCC(Cc3ccccc3)CC2)cc1	-0.4	-5	4	1	-5	-67	33	3	22
Cc1cccc(-c2nc(CS(=O)CC(=O)N3CCc4ccccc4C3)c(C)o2)c1 (stereo not drawn)	-0.6	0	18	-1	-1	12	9	37	-3

Next section.
SMILES	UPR CHOP act	UPR XBP1 act	tim23-1 inh	GRIN3A LBD mod	APJ ag	TIM10 inh	Mdm2 MdmX PPI	tim10-1 inh	NLRP3 yeast inh
CCCc1cc(=O)[nH]c(SCC(=O)Nc2nonc2N)n1	-0.2	-4	-7	2	-5	-15	15	-21	-10
CCOC(=O)C1(CCOc2ccccc2)CCN(Cc2cccc(F)c2)CC1	-0.1	0	7	-2	-2	3	8	15	31
CCOC(=O)N1CCN(c2cccc(C)c2C)CC1	1.2	-1	10	1	0	26	12	17	-8
COc1ccc(C(=O)NC(=S)N2CCCCC2)cc1[N+](=O)[O-]	-0.4	0	4	5	-2	-9	-8	8	15
CCOC(=O)c1ccc(NC(=O)C2CCCN(S(=O)(=O)c3ccc(F)cc3)C2)cc1 (stereo not drawn)	3.5	4	27	-7	7	31	20	40	13
NS(=O)(=O)OCc1ccc(C(F)(F)F)cc1	-1.8	3	13	0	-4	5	1	10	9
CCOc1ccc2ccccc2c1/C=N\NC(=O)OC	7.6	1	28	3	-2	-2	-4	12	14
COC(=O)c1ccc(NC(=O)CSc2nncn2-c2cccnc2)cc1	2.9	1	-2	-2	0	7	11	-10	15
CN(C)c1ccc(/C=N/NC(=O)c2ccc3nc[nH]c3c2)cc1	1.1	0	-4	7	-1	1	-8	-8	-6
Cc1nnc(NC(=O)CSc2n[nH]c(-c3ccccc3C)n2)s1	-1.0	-8	-4	-2	0	-1	-15	-9	15
Cc1nc2c(-c3ccc(F)cc3)c(C)nn2c(C)c1CCC(=O)N1CCN(c2ccccc2)CC1	0.5	-2	24	-1	-4	1	14	35	6
O=C(CN(C(=O)CCC(=O)Nc1nccs1)c1ccc(F)cc1)NCc1ccccc1	-1.8	-8	11	2	-2	7	17	-1	5
Cn1ncc(Cl)c1C(=O)N1CCC(Cc2ccccc2)CC1	0.7	-2	14	2	4	0	10	20	24
Cc1cc(C)cc(NC(=O)CCCCCN2C(=O)[C@@H]3Cc4ccccc4CN3C2=O)c1	0.9	-3	34	-1	5	2	-4	32	5
CCOc1ccc(N(CC(=O)Nc2ccc(C)c(C)c2)S(C)(=O)=O)cc1	11	-2	23	-2	-1	7	-75	3	12
CCCCn1c(N)c(Sc2ccc(Cl)cc2)c(=O)[nH]c1=O	-1.5	-1	12	-8	4	-17	-8	-7	7
COc1ccccc1/C=C/C(=O)Oc1cccc2cccnc12	-0.1	1	38	-1	-3	21	31	34	38
Cc1ccc(S(=O)(=O)NCC2CCC(C(=O)O)CC2)cc1 (stereo not drawn)	-0.3	1	11	-1	-4	-7	5	11	8
Cc1cc2c(cc1S(=O)(=O)N(C)C1CCCCC1)OCC(=O)N2	-1.6	0	36	0	-2	16	-2	32	38
O=C(CN1CCN(S(=O)(=O)c2cc(Cl)ccc2Cl)CC1)c1ccc(O)c(O)c1	96*	24	4	-4	-2	-20	20	39	17
COc1ccc(NCc2nc3ccccc3n2CCOc2ccc(C)cc2)cc1	4.0	1	49	-2	4	17	-15	50*	28
CSc1sc(C(=O)N(C)C)cc1S(=O)(=O)C(C)C	-1.1	0	8	2	-3	7	16	-1	8
Cc1cc2nnc(SCC(=O)Nc3cc(S(=O)(=O)N4CCOCC4)ccc3Cl)n2c2ccccc12	2.1	1	8	4	-1	14	-17	16	11
C[C@@H](C[C@@H](O)[C@H](O)C(C)(C)O)[C@@H]1CC[C@]2(C)C3=CC[C@H]4C(C)(C)C(=O)CC[C@]4(C)[C@H]3CC[C@@]12C	5.0	7	28	-9	5	18	51*	12	62*
CCOC(=O)c1sc2nc(CC(=O)OC)nc(N3CCN(c4ccc(OC)cc4)CC3)c2c1C	-1.0	-3	6	-14	0	14	1	9	12

More results:
SMILES	UPR CHOP act	UPR XBP1 act	tim23-1 inh	GRIN3A LBD mod	APJ ag	TIM10 inh	Mdm2 MdmX PPI	tim10-1 inh	NLRP3 yeast inh
O=C1NC(c2ccc(Cl)cc2)=COc2ccccc21	-0.1	-1	9	1	-3	15	9	11	11
Cc1cnc(C(=O)OCc2c(C)cc(C(C)(C)C)cc2C)cn1	-2.5	-3	26	-3	-3	4	6	23	18
CC(=O)Nc1ccc(Oc2cc(NC(C)=O)cc([N+](=O)[O-])c2)cc1	-0.9	-3	-3	-3	-3	11	-16	9	6
COc1ccccc1CNC(=O)C[n+]1ccccc1	0.0	-4	-8	0	1	-17	19	-11	-1
COc1ccc(C(=O)N2CCN(c3ccc(NC(=O)c4cccnc4)cc3)CC2)cc1	-1.5	-2	11	1	0	9	5	16	7
Cc1ccc(Cl)cc1-c1ccc(/C=N/n2cnnc2)o1	-1.1	0	33	0	0	13	9	21	13
CC(C)Cn1cc(C(=O)NCCCOC(C)C)c2c3ccccc3n(C)c2c1=O	-0.6	-1	16	-5	6	9	13	4	19
COc1ccc(-c2nc3cc(C)ccn3c2NCc2ccc3c(c2)OCO3)cc1	4.3	2	0	-2	2	28	3	23	6
COc1ccc(CSC2=CS(=O)(=O)c3ccccc3N2)cc1	0.3	-2	18	0	-3	10	-18	9	8
Cc1cccc(Oc2ncnc3oc(-c4ccccc4)cc23)c1C	0.3	0	13	4	-1	16	-18	18	2
Cc1ccc2c(c1)c1c3n2CCCNC3CCC1 (stereo not drawn)	-1.5	1	19	1	2	1	22	14	4
CCOc1ccc(-c2cc(CCCC(=O)NCc3ccco3)no2)cc1	-4.4	-4	20	-1	0	5	15	14	20
N/C(=N\c1nc2ccccc2o1)NC(=O)c1ccccc1NC(=O)c1ccccc1	0.1	5	24	1	-1	12	22	18	12
CN(C)C=Nc1ncc2c3ccccc3n(CCN(C)C)c2c1C#N	0.9	-1	44	-1	3	76*	60*	51*	6
COC(=O)c1cc2cc(Cl)ccc2nc1SC	-0.6	0	3	1	-1	-14	19	2	28
O=C(c1ccco1)N1CCN=C1SCc1cccnc1	-1.4	-2	5	-1	-3	3	5	12	12
Cc1ccccc1C(=O)OC1CCN(C)CC1	2.4	-2	-1	0	-1	2	7	2	1
CN(C(=O)c1ccncc1)C1CCCN(Cc2ccccc2F)C1 (stereo not drawn)	-0.8	-3	9	0	-1	-6	14	1	0
O=C(OC1CCCCC1)c1cc2ccccc2oc1=O	5.8	0	21	1	-3	8	-18	1	-1
O=C(c1ccco1)N1CCN(C(=S)Nc2ccc(Br)cc2Cl)CC1	-0.4	-3	22	-2	7	1	7	22	27
CC(C)N=C(NC#N)SCc1ccc(F)cc1	-3.1	-2	-24	0	-2	-6	-9	-20	4
CC1=C(C(=O)OCc2ccccc2)C(c2ccc3ccccc3c2)NC(=O)N1CCCC(=O)O (stereo not drawn)	-2.5	-4	8	1	-1	19	4	6	16
